PAFAH2 FP inh – inhibitors of human PAFAH2; recombinant PAFAH2, FP-rhodamine activity probe, fluorescence polarization; inhibition, % at 3.39 µM; hit rate 0.99% among 340,000;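 active = inhibition above the mean over all tested compounds plus 3 SD, cut at about 30% in these data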;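 also: inhibitors block probe labeling of enzyme so polarization drops; 0% = enzyme with DMSO and 100% = wells lacking PAFAH2 protein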
LYPLA2 counter – LYPLA2 (human) inhibition in PME1 counter-screen; O95372; recombinant LYPLA2, FP-Rh probe fluorescence polarization; inhibition, % at 5.9 µM; hit rate 0.38% among 320,000; AID 2177;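 active = inhibition above the screen-wide mean plus 3 SD, limit set per campaign, cut at about 26% in these data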;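 also: 0% = LYPLA2 with DMSO and 100% = wells lacking LYPLA2 enzyme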
pPAFAH FP inh – pPAFAH (human) enzyme inhibition; Q13093; recombinant pPAFAH, FP-rhodamine probe fluorescence polarization; inhibition, % at 3.39 µM; hit rate 1.5% among 330,000; AID 463082;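 active = inhibition above the mean inhibition across the screen plus 3 SD, cut at about 25% in these data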;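 also: inhibitors block binding of the rhodamine activity-based probe so polarization drops; 0% = enzyme with DMSO and 100% = wells lacking pPAFAH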
PME-1 primary – PME-1 (human) inhibition; Q9Y570; recombinant PME-1, FP-Rh probe fluorescence polarization; inhibition, % at 5.9 µM; hit rate 0.53% among 320,000; AID 2130;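 active = inhibition above the campaign mean of all compounds plus 3 SD, cut at about 26% in these data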;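 also: competitive labeling of PME-1 active site by serine hydrolase directed probe; 0% = PME-1 with DMSO and 100% = wells lacking PME-1 enzyme; inhibitors block probe labeling so polarization falls and inhibition rises; many of its hits are not listed in these tables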
Target sequence (Q9Y570 whole entry, looked up): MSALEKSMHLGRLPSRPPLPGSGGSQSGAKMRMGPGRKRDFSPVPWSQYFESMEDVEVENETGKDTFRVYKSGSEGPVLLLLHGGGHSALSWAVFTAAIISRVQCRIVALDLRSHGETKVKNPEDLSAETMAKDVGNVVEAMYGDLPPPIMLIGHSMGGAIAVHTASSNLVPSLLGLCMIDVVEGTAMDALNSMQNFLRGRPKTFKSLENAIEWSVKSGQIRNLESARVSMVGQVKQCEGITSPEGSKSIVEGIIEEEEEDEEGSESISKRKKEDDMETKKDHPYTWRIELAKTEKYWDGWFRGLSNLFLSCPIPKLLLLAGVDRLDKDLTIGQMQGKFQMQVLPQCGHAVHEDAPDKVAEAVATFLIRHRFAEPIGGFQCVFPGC
GSTO1 inh – blocks human GSTO1 in RBBP9 counter-screen. inhibition, % at 5.96 µM. hit rate 1.1% among 300,000. P78417. recombinant GSTO1, activity-based probe fluorescence polarization;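 active = inhibition above the campaign mean inhibition plus 3 SD, cut at about 35% in these data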;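 also: 0% = GSTO1-1 with DMSO and 100% = wells lacking GSTO1-1 enzyme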
PAFAH1B3 inh – inhibitors of human PAFAH1B3. Q15102. AID 492972. recombinant PAFAH1B3, FP-rhodamine probe, fluorescence polarization. inhibition, % at 3.39 µM. hit rate 0.28% among 340,000;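 active = inhibition above the screen-wide average of all tested compounds plus 3 SD, cut at about 25% in these data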;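 also: 0% = enzyme with DMSO only and 100% = wells lacking PAFAH1B3 protein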
Target sequence (Q15102 whole entry, looked up): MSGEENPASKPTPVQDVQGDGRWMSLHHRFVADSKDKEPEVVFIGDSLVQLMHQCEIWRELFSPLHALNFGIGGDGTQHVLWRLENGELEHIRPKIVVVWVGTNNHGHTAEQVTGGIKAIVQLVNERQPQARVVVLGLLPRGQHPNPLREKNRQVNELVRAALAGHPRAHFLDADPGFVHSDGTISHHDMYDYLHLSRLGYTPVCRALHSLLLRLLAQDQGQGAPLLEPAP
PAFAH1B2 FP inh – PAFAH1B2 (human) inhibition | recombinant PAFAH1B2, FP-rhodamine activity probe, fluorescence polarization | inhibition, % at 3.39 µM | hit rate 1.2% among 340,000 | AID 492953;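 active = inhibition above the mean of all tested compounds plus 3 SD, cut at about 24% in these data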;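 also: 0% = enzyme with DMSO and 100% = wells lacking PAFAH1B2; many of its hits are not listed in these tables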
PAD4 FP inh – blocks human protein arginine deiminase 4; hit rate 0.41% among 330,000; recombinant PAD4, RCA probe fluorescence polarization; inhibition, % at 6.36 µM; Q9UM07;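 active = percent inhibition above a cutoff equal to the mean of all tested compounds plus 3 SD, cut at about 15% in these data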;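 also: 0% = PAD4 with RCA probe and DMSO and 100% = probe without PAD4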
LYPLA1 inh – counter-screen for PME1 inhibitors: inhibitors of human LYPLA1; O75608; recombinant LYPLA1, FP-Rh probe fluorescence polarization; inhibition, % at 5.9 µM; hit rate 0.16% among 320,000; AID 2174;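 active = inhibition above the mean of all tested compounds plus 3 SD, set per campaign, cut at about 14% in these data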;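 also: inhibitors block serine hydrolase probe labeling of LYPLA1 so polarization falls; 0% = enzyme with DMSO and 100% = wells lacking LYPLA1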
Target sequence (O75608 whole entry, looked up): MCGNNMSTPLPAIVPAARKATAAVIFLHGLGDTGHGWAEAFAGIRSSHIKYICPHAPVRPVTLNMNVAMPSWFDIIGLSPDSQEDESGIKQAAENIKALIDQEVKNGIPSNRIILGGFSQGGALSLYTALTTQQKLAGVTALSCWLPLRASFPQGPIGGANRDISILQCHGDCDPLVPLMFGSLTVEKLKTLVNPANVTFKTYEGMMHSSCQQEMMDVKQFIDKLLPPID
* = called active by the depositor; . = not tested or not shown.

The opening 13 compounds, to show the layout:
SMILES	PAFAH2 FP inh	LYPLA2 counter	pPAFAH FP inh	PME-1 primary	GSTO1 inh	PAFAH1B3 inh	PAFAH1B2 FP inh	PAD4 FP inh	LYPLA1 inh
CCn1c(C)nc2cc(C(=O)N=Nc3c(O)[nH]c4c(C)cc(C)cc34)ccc21	.	-4	7	13	-3	.	.	-7	-2
CCN1C(=O)/C(=C/N(C)C)c2ccccc21	-7	11	5	0	2	4	-3	2	3
C[N+]1(C)CCCC(OC(=O)C(O)(c2ccccc2)c2ccccc2)C1 (stereo not given)	7	0	-1	-2	1	5	-2	-4	1
Nc1[nH]n(-c2ccccc2)c(=O)c1N=Nc1ccccc1[N+](=O)[O-]	11	-8	14	5	2	9	12	-5	-4
CN1CCCC(OC(=O)COc2ccccc2)C1 (stereo not given)	2	2	0	2	4	9	6	-1	2
CCNc1ccc(S(=O)(=O)N(C)C)cc1NCC(=O)Nc1ccccc1F	1	-4	-3	1	7	1	4	-3	-4
CCCC(O)(CCN(C)C)c1ccc(OC)cc1 (stereo not given)	3	7	6	-5	-5	4	1	-1	4
Cn1nccc1C(=O)N1CCCC(Nc2ccc(F)cc2)C1 (stereo not given)	5	4	-1	-5	3	4	1	-3	1
COC(=O)c1ccc(/C=N/NC(=O)c2ccccc2Cl)cc1	0	3	-1	3	-4	-5	0	-1	1
CC(C)c1ccc(S(=O)(=O)N2CCN(C(=O)C3CCN(C(=O)c4ccc(F)cc4)CC3)CC2)cc1	-5	7	-5	0	-3	-5	1	-1	3
Cc1cc[n+](CCC(=O)O)c2ccccc12	0	1	3	4	5	1	3	4	-2
Clc1ccccc1-c1nnc2sc(-c3cccs3)nn12	3	2	2	-15	-5	3	1	-4	-3
Cc1ccc(N(CC(=O)NCC2CCCO2)S(=O)(=O)c2ccccc2)c(C)c1 (stereo not given)	6	3	-6	-3	8	10	1	-2	0

All compounds of this part, from the first entry:
SMILES	PAFAH2 FP inh	LYPLA2 counter	pPAFAH FP inh	PME-1 primary	GSTO1 inh	PAFAH1B3 inh	PAFAH1B2 FP inh	PAD4 FP inh	LYPLA1 inh
CCn1c(C)nc2cc(C(=O)N=Nc3c(O)[nH]c4c(C)cc(C)cc34)ccc21	.	-4	7	13	-3	.	.	-7	-2
CCN1C(=O)/C(=C/N(C)C)c2ccccc21	-7	11	5	0	2	4	-3	2	3
C[N+]1(C)CCCC(OC(=O)C(O)(c2ccccc2)c2ccccc2)C1 (stereo not given)	7	0	-1	-2	1	5	-2	-4	1
Nc1[nH]n(-c2ccccc2)c(=O)c1N=Nc1ccccc1[N+](=O)[O-]	11	-8	14	5	2	9	12	-5	-4
CN1CCCC(OC(=O)COc2ccccc2)C1 (stereo not given)	2	2	0	2	4	9	6	-1	2
CCNc1ccc(S(=O)(=O)N(C)C)cc1NCC(=O)Nc1ccccc1F	1	-4	-3	1	7	1	4	-3	-4
CCCC(O)(CCN(C)C)c1ccc(OC)cc1 (stereo not given)	3	7	6	-5	-5	4	1	-1	4
Cn1nccc1C(=O)N1CCCC(Nc2ccc(F)cc2)C1 (stereo not given)	5	4	-1	-5	3	4	1	-3	1
COC(=O)c1ccc(/C=N/NC(=O)c2ccccc2Cl)cc1	0	3	-1	3	-4	-5	0	-1	1
CC(C)c1ccc(S(=O)(=O)N2CCN(C(=O)C3CCN(C(=O)c4ccc(F)cc4)CC3)CC2)cc1	-5	7	-5	0	-3	-5	1	-1	3
Cc1cc[n+](CCC(=O)O)c2ccccc12	0	1	3	4	5	1	3	4	-2
Clc1ccccc1-c1nnc2sc(-c3cccs3)nn12	3	2	2	-15	-5	3	1	-4	-3
Cc1ccc(N(CC(=O)NCC2CCCO2)S(=O)(=O)c2ccccc2)c(C)c1 (stereo not given)	6	3	-6	-3	8	10	1	-2	0
CCOC(=O)COc1cc(N2C(=O)CSCC2=O)c(Cl)cc1Cl	5	-2	3	0	3	3	8	2	-2
COc1ccc(NC(=S)NCC(O)c2ccccc2)c(OC)c1 (stereo not given)	-4	7	-5	-5	3	7	0	-4	0
CCOC(=O)C1C(c2ccccc2)NC(=S)NC1(C)O (stereo not given)	2	1	2	2	4	8	3	1	-2
Cc1onc(-c2ccccc2)c1C(=O)N/N=C/c1cc2c(cc1Cl)OCO2	1	5	0	-4	2	4	-1	4	-2
CC(C(=O)NCC1CCCO1)n1cc([N+](=O)[O-])cn1 (stereo not given)	2	4	-2	1	5	1	3	-3	1
COc1ccccc1-c1nc(C#N)c(N2CCN(c3cccc(Cl)c3)CC2)o1	2	2	2	0	-10	4	2	1	0
O=C(COC(=O)Cc1cn2ccsc2n1)NCc1ccc2c(c1)OCO2	-10	-1	5	-1	1	4	1	-1	3
CC(C)=C1C2CCC1C(C(=O)NCc1ccccc1)C2C(=O)O (stereo not given)	-6	2	-5	-3	-3	3	-2	-4	0
O=C(COc1ccc2ccc(=O)oc2c1)Nc1ccc(N2CCCCC2)cc1	3	4	4	8	.	-2	3	-3	-1
Nc1c(CO)nnn1-c1ccccc1	2	-2	3	4	-1	7	5	-6	4
Cc1c(OC(C)C(=O)N[C@@H](Cc2ccccc2)C(=O)O)ccc2c3c(c(=O)oc12)CCCC3 (stereo not given in full)	9	5	-1	-1	-3	3	9	-1	-1
CC(=O)c1cccc(OCC(O)CN2CCN(C(=O)c3ccco3)CC2)c1 (stereo not given)	-1	-2	1	2	3	-1	3	-2	3
Cn1c(CN2CCCCC2)nc2cc(NC(=O)c3ccc(F)cc3)ccc21	2	0	0	-4	3	2	3	8	2
O=C(CCCCn1c(=O)[nH]c2ccsc2c1=O)NCCc1ccccc1	7	-4	6	4	5	10	5	-2	-1
CCC1CCCCN1C(=O)CCS(=O)(=O)c1ccc2c(c1)CCN2C(C)=O (stereo not given)	11	4	6	-1	-1	1	1	-5	0
CCn1nnc(-c2ccccc2NS(=O)(=O)c2ccc(S(=O)(=O)N3CCCCCC3)cc2)n1	6	1	2	-2	4	-2	15	0	0
CN(C)c1c(F)cc(C(=O)NCc2ccccc2)cc1F	10	2	2	-9	0	12	3	5	4
Cc1ccc(C(=O)N/N=C2\CCCc3ccccc32)c(C)c1	12	2	4	4	3	5	3	-7	4
CSc1nc2ccc(S(=O)(=O)N(C)C)cc2s1	8	-3	1	1	6	7	5	0	-3
O=c1nc2n(c3sc4c(c13)CCCC4)C(CBr)CS2 (stereo not given)	-7	5	7	2	22	5	4	1	0
Cc1ccccc1OCC(=O)Nc1ccccc1-c1ccccc1NC(=O)COc1ccccc1C	-2	-4	-6	-2	1	0	-3	1	-2
FC(F)(F)c1cnc(NNC(=S)Nc2cccnc2)c(Cl)c1	4	10	10	1	18	-5	9	-2	0
N#CCC(=O)Nc1ccc(C(=O)OCC(=O)NCCCc2ccccc2)cc1	38*	-19	10	-19	-7	0	1	-3	-18
COc1ccc(/C=C2\SC(=S)N(CCCC(=O)N3CCCCC3CCO)C2=O)cc1 (stereo not given)	5	-1	9	-6	8	-2	1	5	-2
COc1ccc(/C=C/c2c(-c3ccc(OC)cc3)oc3ccc(-c4ccc(OC)cc4)cc23)cc1	-2	3	-2	6	8	13	8	1	8
CSCCC(=O)N1CCC(n2nccc2NC(=O)CCCc2ccccc2)CC1	-9	1	-1	-10	-1	15	2	0	-5
COc1ccc(/C(C)=N/Nc2ccccc2Cl)c(O)c1	-9	-5	3	1	8	8	2	-5	-1
O=C(O)CCCn1cc(NC(=O)COc2ccccc2F)cn1	-9	2	-2	-3	-4	-1	-3	-2	2
CCOC(=O)C1=C(C)NC2=C(C(=O)CCC2)C1c1cn(Cc2ccc(Cl)cc2Cl)nc1-c1ccccc1 (stereo not given)	5	-2	0	1	-1	3	5	-2	-2
O=C(NCCCNC(=O)c1cnccn1)c1ccc(Cl)cc1	11	-2	1	-3	-3	0	-1	-4	0
CCOc1ncccc1C(=O)OCC(=O)c1cccc(Br)c1	19	6	11	-5	0	11	-1	-2	-1
CCOc1ccc(Nc2nc(Cc3nnc(SCC(=O)NCC4CCCO4)n3C)cs2)cc1 (stereo not given)	4	-11	0	3	0	0	-1	-1	0
O=c1[nH]c(-c2ccc(Cl)cc2)nc(=S)[nH]1	7	1	2	-9	5	3	8	1	1
COCCNC(=O)c1ccc(Cn2c(=S)[nH]c3cc4c(cc3c2=O)OCO4)cc1	0	4	0	3	6	7	4	-4	1
O=C(Nc1ccc(C2SCCS2)cc1)c1ccccc1	.	-3	-2	2	4	.	.	2	-2
CCn1c(C)c(C(C)=O)c(N2CCCC2)nc1=S	-5	10	7	7	5	3	-4	-3	1
Cc1ccccc1NC(=O)Cc1cn(C)c2ccccc12	3	3	6	2	-4	2	1	-2	-2
O=C(Nc1cc(S(=O)(=O)N2CCOCC2)ccc1N1CCCC1)c1cccnc1Cl	2	2	3	-6	-3	4	2	7	-2
O=C(COC(=O)CCNS(=O)(=O)c1ccccc1)NC(=O)c1ccccc1	1	4	13	-5	-1	-1	-1	-1	3
CN(CCc1ccccn1)C(=S)NC(=O)c1ccco1	1	0	4	1	4	5	53*	1	-1
CCOC(=O)N1CCc2c(sc3nc4n(c(=O)c23)N=C(c2ccc(OC)cc2)CS4)C1	13	0	6	-4	-8	6	3	-6	-1
CC(=O)N1N=C(c2ccncc2)OC1(Cc1ccccc1)Cc1ccccc1	2	3	5	4	-4	1	3	0	-2
CCNC(=O)NC(=O)C(C)OC(=O)c1oc2ccc(OC)cc2c1C (stereo not given)	0	-1	5	-3	-4	10	1	3	1
CC1CN(CC(=O)Nc2ccc(S(N)(=O)=O)cc2)CC(C)O1 (stereo not given)	5	-4	4	-3	9	9	0	4	2
N#CCc1c(C#N)c(N)nc(N2CCCC(O)C2)c1C#N (stereo not given)	6	7	1	-2	-1	9	2	-3	2
O=C(Cc1ccc(Br)cc1)N1CCc2ccccc2C1	2	1	-2	5	11	7	7	-4	3
CCC(C)CCN1CCN=C1N(C)C (stereo not given)	-2	9	2	-3	1	10	-1	-2	2
CN(Cc1ccccc1)C(=O)COC(=O)c1ccc(Cl)cc1N	-6	0	-2	3	-1	-3	1	-4	-5
O=C(N/N=C\c1ccc(Cl)cc1)C1=NOC2COC3(CCN(c4ccc([N+](=O)[O-])cc4)CC3)OCC12 (stereo not given)	-15	-19	6	-23	-7	-9	-6	2	-14

Bioassay records: PubChem, The Scripps Research Institute Molecular Screening Center

Only part of the results is shown. The share of hits here may be higher or lower than overall.
